tuberculosis growth = growth inhibition of non-replicating M. tuberculosis (AID 488890); Mycobacterium tuberculosis non-replicating, growth inhibition; higher % means a stronger effect; inhibition, % at 25 µM, or IC50 in µM where a hit was titrated; 320,000 tested, 0.39% active; in the data active = a potency from the dose series; inconclusive = inhibition mostly from about 82% at the one dose, without a potency; inactive = the rest, 99 in 100 with inhibition below about 76%;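 note: plate controls were DMSO cells for no effect and high antibiotic wells for full effect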
PhoP GFP inhibition = Inhibition of PhoP regulon, Salmonella typhi GFP reporter cells, confirmation, 4 h (AID 1850); Salmonella Typhi PhoP-promoter GFP reporter, fluorescence, 4 h; higher % means a stronger effect; one-dose inhibition, % at 50 µM; IC50 in µM for titrated hits; 310,000 tested, 0.33% active; in the data active = a potency from the dose series; inconclusive = inhibition mostly from about 25% at the one dose, without a potency; inactive = the rest, 99 in 100 with inhibition below about 19%;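 note: 0% = induced wells with vehicle and 100% = uninduced wells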
M. tuberculosis HTS = M. tuberculosis growth inhibition, HTS (AID 449762); M. tuberculosis H37Rv growth inhibition, 7H9 media; higher % means a stronger effect; inhibition, % at 25 µM; hits with a dose series show IC50 in µM; 330,000 tested, 0.59% active; in the data active = a potency from the dose series; inconclusive = inhibition above about 70% without an active follow-up result;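 note: bacterial growth assessed after seven days of incubation; strong numbers were not always called active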
VEEV TC-83 Vero = inhibitors of VEEV TC-83 cytopathic effect, confirmation, Vero cells (AID 588727); Vero cells, VEEV TC-83 cytopathic effect inhibition; higher % means a stronger effect; 350,000 tested, 0.13% active; inhibition, % at 20 µM, or IC50 in µM where a hit was titrated; in the data active = a potency from the dose series; inconclusive = inhibition mostly from about 14% at the one dose, without a potency; inactive = the rest, 99 in 100 with inhibition below about 12%; note: strong numbers were not always called active
H1N1 NS1A inhibition = H1N1 influenza NS1A inhibitors, functional cell based assay (AID 504329); 340,000 tested, 0.3% active; inhibition, % at 12.5 µM, or IC50 in µM where a hit was titrated; NS1A functional cell-based assay, percent inhibition; higher % means a stronger effect; in the data active = a potency from the dose series; inconclusive = inhibition above about 27% without an active follow-up result; note: strong numbers were not always called active
VEEV TC-83 Vero 10K pilot screen = recorded beside VEEV TC-83 Vero, whose call it bears; inhibition, %; measured here: 10K pilot screen inhibition
* hit, by the source's call; i = inactive; ? = inconclusive; nt = not tested or not shown. No enrichment for hits. Share with any hit: about 1.4%.

SMILES	tuberculosis growth	PhoP GFP inhibition	M. tuberculosis HTS	VEEV TC-83 Vero	H1N1 NS1A inhibition	others
C[C@]1(O)CCC2C3CC[C@@H]4CC(=O)CC[C@]4(C)C3CC[C@@]21C (some centres not stated)	22%	nt	5%	i	-7%
COc1cc(O)cc(/C=C/c2ccccc2)c1	nt	nt	nt	3.4%	6%
CC(=O)c1c(C)[nH]c(C(=O)OCC(=O)N(CC(C)C)C2CCS(=O)(=O)C2)c1C (configuration not stated)	nt	nt	nt	1.4%	1%
CCOc1cc(C(=O)OCc2ccc(C(=O)OC)o2)cc(Br)c1OC	38%	6%	62µM*	nt	nt
O=C(c1cc2ncccn2n1)N1CCc2c([nH]c3ccccc23)C1c1ccccc1F (configuration not stated)	3%	-5%	?	13%	4%
C=CCn1c(-c2ccc3[nH]c(C)c(C)c3c2)n[nH]c1=S	-10%	-7%	-3%	7.3%	3%
OCCN1CCN(C(=S)c2ccc(Br)cc2)CC1	-2%	7%	1%	0.9%	-4%
CN(C)C(=O)c1ccc(NC(=O)c2ccc(-c3ccc(Cl)cc3)o2)cc1	74%	-5%	?	1.5%	-3%
COc1cccc(Nc2nc(-c3ccc4c(c3)OCCO4)cs2)c1	13%	-9%	8%	4.2%	1%
CCCCN(CC)S(=O)(=O)c1ccc(C(=O)Nc2nnc(COC)o2)cc1	52%	-3%	-13%	1.6%	-1%
Nc1ccc(Oc2ccc(F)cc2)nc1	74%	4%	61µM*	i	-2%
Cc1c(C(=O)N2c3ccccc3Sc3ccccc32)cccc1[N+](=O)[O-]	-1%	0%	-1%	0.3%	6%
COC(=O)c1ccccc1NC(=O)Cn1c(=O)n(Cc2ccccc2)c(=O)c2c(C)c(C)sc21	4%	2%	14%	7.0%	-3%
N#Cc1cccc(S(=O)(=O)NCC(=O)NCCCc2ccccc2)c1	10%	14%	9%	1.5%	-12%
COc1cc2[nH]c3c(=O)n(N)c(=O)[nH]c3c2cc1OC	-16%	6%	-4%	0.8%	17%
CCN1CCN(CC(=O)Nc2sc3c(c2C#N)CCC(C)C3)CC1 (configuration not stated)	-3%	5%	-6%	0.9%	-16%
COC(=O)c1sccc1NC(=O)c1ccc(OC)cc1OC	-7%	-1%	-4%	0.1%	3%
CCCNC(=O)Nc1ccccc1C(=O)Nc1ccc(OC)cc1	-12%	-5%	-12%	2.5%	-1%	VEEV TC-83 Vero 10K pilot screen=0.7
O=C(CN1CCN(S(=O)(=O)N2CCCCC2)CC1)Nc1cc(Cl)cc(Cl)c1	30%	-3%	0%	1.9%	-9%
CCCCn1c(N)c(N(CC(C)C)C(=O)c2ccc(F)c(S(=O)(=O)N3CCOCC3)c2)c(=O)[nH]c1=O	-7%	3%	-2%	2.2%	-7%

Arranged by length of the SMILES (high to low): part of the list above
SMILES	tuberculosis growth	PhoP GFP inhibition	M. tuberculosis HTS	VEEV TC-83 Vero	H1N1 NS1A inhibition	others
CCCCn1c(N)c(N(CC(C)C)C(=O)c2ccc(F)c(S(=O)(=O)N3CCOCC3)c2)c(=O)[nH]c1=O	-7%	3%	-2%	2.2%	-7%
COc1cc2[nH]c3c(=O)n(N)c(=O)[nH]c3c2cc1OC	-16%	6%	-4%	0.8%	17%
CCCNC(=O)Nc1ccccc1C(=O)Nc1ccc(OC)cc1	-12%	-5%	-12%	2.5%	-1%	VEEV TC-83 Vero 10K pilot screen=0.7

Back to the main list, repeating the 2 entries before the break.
SMILES	tuberculosis growth	PhoP GFP inhibition	M. tuberculosis HTS	VEEV TC-83 Vero	H1N1 NS1A inhibition	others
O=C(CN1CCN(S(=O)(=O)N2CCCCC2)CC1)Nc1cc(Cl)cc(Cl)c1	30%	-3%	0%	1.9%	-9%
CCCCn1c(N)c(N(CC(C)C)C(=O)c2ccc(F)c(S(=O)(=O)N3CCOCC3)c2)c(=O)[nH]c1=O	-7%	3%	-2%	2.2%	-7%
COc1ccc(CCNC(=O)CSc2nccc(=O)[nH]2)cc1OC	-6%	-2%	0%	i	4%
CC1SCC(=NOCc2c(Cl)cccc2Cl)CS1 (configuration not stated)	8%	9%	6%	0.3%	-1%
CCCCN1C(=O)C(=O)c2cc(Cl)ccc21	?	nt	15%	0.4%	-8%
O=C1CCCc2c1nc(-c1ccco1)n2O	-12%	2%	-2%	0.9%	4%
C=CCNC(=O)/C(C#N)=C/c1c(N(Cc2ccccc2)Cc2ccccc2)nc2ccccn2c1=O	39%	4%	-5%	6.8%	10%
CC(C)Oc1ccc2nnnn2n1	-13%	5%	-4%	i	-1%
O=C(CSc1nnc(-c2ccncc2)o1)Nc1cccc(F)c1	-1%	-3%	-9%	1.2%	-13%
CC(C)(C)c1ccc(Oc2ccc(NC(=O)CCCC(=O)O)cn2)cc1	-15%	1%	-12%	1.8%	0%
Cc1cccn2cc(CCNC(=O)c3ccco3)nc12	-28%	-31%	-3%	0.9%	-2%
Cc1cccc(N=Cc2c(O)cc(C)oc2=O)c1	-18%	20%	-2%	0.3%	-4%
COc1ccc(NC(=O)N(C)C[C@H]2Oc3ccc(NC(=O)Nc4ccc5c(c4)OCO5)cc3C(=O)N([C@H](C)CO)C[C@@H]2C)cc1	nt	nt	nt	1.0%	0%
Cc1nc2cc(S(=O)(=O)N3CCC(C(=O)O)CC3)ccc2n1C1CCCC1	0%	-21%	-6%	0.1%	-14%
c1ccc(Oc2ncnc3oc(-c4ccccc4)cc23)cc1	-6%	0%	-2%	1.2%	-2%
NS(=O)(=O)c1ccc(NC(=O)/C=C/c2cn(-c3ccccc3)nc2-c2cccc(Cl)c2)cc1	-2%	0%	1%	3.2%	-2%
Cc1ccc(S(=O)(=O)NNC(=O)c2sc(=S)n(C)c2C)cc1	-13%	-24%	8%	0.3%	4%
CSCC(O)Cn1ncc2ccccc2c1=O (configuration not stated)	7%	-5%	-8%	1.2%	4%
Cc1ccc(C(=O)COC(=O)CNC(=O)C(c2ccccc2)c2ccccc2)cc1[N+](=O)[O-]	-3%	2%	0%	i	3%
Cc1cccc(NC(=O)CN2C(=O)S/C(=C\c3cc(C)n(C)c3C)C2=O)c1	25%	-5%	4%	1.1%	9%
N#Cc1ccc(CSc2nnc(NC(=O)C3CCCO3)s2)cc1 (configuration not stated)	44%	5%	2%	0.5%	-3%
CCc1ccc2c(c1)cc(C)c1nnc(SCC(=O)Nc3cc(OC)c(OC)cc3C(=O)O)n12	-4%	4%	-6%	0.9%	-6%
O=C(C[n+]1cccc(/C=N/O)c1)N(Cc1ccccc1)Cc1ccccc1	2%	-7%	5%	2.9%	4%
CCN(CC)C(=O)CN(C#N)c1nc(C)cc(C)n1	-1%	-2%	-4%	0.3%	-19%
CCOc1ccc2nc(-c3ccccc3)nc(SCC(=O)Nc3ncc(C)s3)c2c1	1%	-12%	11%	7.1%	21%
COc1cccc(NCc2nnc(SCC(=O)NC3CCS(=O)(=O)C3)n2C2CCCCC2)c1 (configuration not stated)	1%	-1%	-6%	1.1%	7%
CCC(C)[C@H](NC(=O)C1CC(=O)N(c2ccc(OC)cc2)C1)C(=O)N1CCCCC1 (some centres not stated)	0%	9%	6%	0.1%	-1%
O=C(NCC1CCCO1)C1CCCN(S(=O)(=O)c2ccc(F)cc2)C1 (configuration not stated)	-5%	1%	1%	1.2%	0%
COC(=O)c1ccc(NC(=O)C(C)N2C(=O)c3ccccc3C2=O)cc1 (configuration not stated)	-6%	-3%	-7%	1.2%	5%
CCN1CCN(CCCNC(=O)CN2C(=O)c3cccnc3Oc3ccc(Cl)cc32)CC1	-17%	4%	-6%	i	17%
C=CCN1C(=O)CSc2ccc(C(=O)NC(C)c3ccccc3)cc21 (configuration not stated)	-1%	3%	-7%	1.8%	-3%
COc1cccc(OCc2cc(/C=N/n3cncn3)ccc2OC)c1	16%	-7%	-6%	0.3%	9%
Cc1oc(-c2ccccc2F)nc1CSCC(=O)NC1CCC(C)CC1 (configuration not stated)	3%	1%	3%	i	-5%
Cc1cc(C)c(C(=O)O)c(Cl)n1	-13%	-15%	10%	0.4%	-5%
Cc1ccc(NC(=O)CNc2cccc(S(=O)(=O)N3CCCCC3)c2)cc1F	9%	-3%	5%	9.0%	-7%
O=C(Cc1ccccc1)NNC1CC(=O)N(c2ccccc2)C1=O (configuration not stated)	-3%	-3%	2%	0.6%	-2%
N#C/C(=C\c1cccc2ccccc12)c1nn(-c2ccccc2)c(N)c1C#N	3%	-13%	2%	nt	nt
O=C(CN1C(=O)NC2(CCCCCC2)C1=O)NCCc1ccc(F)cc1	1%	nt	-7%	i	-10%
CCOc1ncccc1C(=O)OCC(=O)NCCc1ccc(OC)cc1	-4%	-3%	-4%	1.1%	5%
CC(C)NC(=O)c1cccc(C(F)(F)F)c1	-10%	-3%	-3%	i	-9%
Cc1ccc(C(C)(C)C)c(OCCCCN2CCCC2)c1	28%	7%	-2%	i	5%
CS(=O)(=O)N1CCC(C(=O)Nc2ccccc2)CC1	-8%	5%	-11%	0.3%	1%
Cc1ccc(N(Cc2cc3ccccc3[nH]c2=O)C(=O)c2cccs2)cc1	-29%	-8%	0%	8.7%	-11%
C=C(C)COc1ccc2c(C)c(CC(=O)N3C[C@H]4C[C@@H](C3)c3cccc(=O)n3C4)c(=O)oc2c1C	16%	-5%	-1%	1.0%	-4%
Cc1ccc(S(=O)(=O)Nc2ccc(N3CCN(C)CC3)nc2)cc1	-13%	15%	-6%	0.6%	8%
C=CCOc1ccc(/C=C/C(=O)OCC(=O)NCCCc2ccccc2)cc1	41%	4%	?	0.6%	-2%
CCN1C(=O)/C(=C\c2cn(CCC#N)nc2-c2ccc(F)cc2)SC1=S	8%	1%	0%	2.1%	6%
CCSc1nnc(Cc2cc(=O)[nH]c(=O)[nH]2)n1-c1cc(C)ccc1C	-7%	4%	-2%	2.1%	1%
CC(C)S(=O)(=O)c1cnc(-c2ccccn2)nc1N	26%	1%	-7%	1.1%	-13%
CC(C(=O)Nc1ccc(Cl)cc1)N1C(=O)NC2(CCCC2)C1=O (configuration not stated)	53%	9%	5%	0.2%	-1%
CC(=O)Nc1ccc(S(=O)(=O)N(C)CC(=O)NC2CCCCCCC2)cc1	4%	nt	-1%	1.0%	-4%
COc1cc2c(cc1OC)C(C)NCC2 (configuration not stated)	-3%	4%	-4%	i	-3%
(listing goes on)
SMILES	tuberculosis growth	PhoP GFP inhibition	M. tuberculosis HTS	VEEV TC-83 Vero	H1N1 NS1A inhibition	others
Cc1cccc(NC(=O)CCc2nnc3ccc(N4CCC(C)CC4)nn23)n1	-5%	3%	-7%	3.2%	0%
CCC(O)(C(=O)Nc1ccccc1C(F)(F)F)c1ccccc1OC (configuration not stated)	1%	nt	2%	0.0%	12%
O=C(N/N=C/c1ccncc1)c1cc([N+](=O)[O-])cc([N+](=O)[O-])c1	45%	0%	-5%	0.9%	3%
CCOC(=O)c1cnn(CCOC(=O)C2CC2)c1NC(=O)C1CC1	4%	-1%	41%	i	-2%	VEEV TC-83 Vero 10K pilot screen=0.5
COc1ccc(C(=O)Nc2c(N)nc(SCC(=O)Nc3ccc(C(C)=O)cc3)[nH]c2=O)cc1	-11%	-8%	-13%	1.0%	-5%
N#Cc1cc([N+](=O)[O-])c(-n2nnc3ccccc32)c([N+](=O)[O-])c1	20%	-4%	5%	1.8%	6%
COc1cc(/C(C)=N/NC(=O)CSc2nnc(C)s2)ccc1O	60%	2%	0%	i	-5%
CCN1CCN(C(=O)c2ccc(N3CC4CC(C3)c3cccc(=O)n3C4)c([N+](=O)[O-])c2)CC1 (configuration not stated)	-5%	4%	2%	0.5%	-1%
COc1cc(CC(NC(C)=O)C(=O)NC2CCN(c3c4c(nc5ncnn35)CCC4)CC2)cc(OC)c1 (configuration not stated)	-8%	-10%	-2%	nt	nt
Cc1ccc2c(COC(=O)c3ccccc3OC(F)F)cc(=O)oc2c1	-5%	3%	12%	i	6%
COc1cccc2cc(-c3ccnc(=S)[nH]3)oc12	-7%	10%	-3%	nt	nt
O=C(COc1ccc(Cl)cc1)OCC(=O)N1CCCc2ccccc21	i	-7%	-7%	i	-8%
O=C(Nc1cccc2c1CCCC2)c1cccc(F)c1	71%	-4%	4%	0.9%	-3%
C=CCSc1nc(N)cc(=O)[nH]1	1%	14%	-5%	0.1%	2%
O=[N+]([O-])c1ccccc1OC/C(=N\O)c1ccccc1	15%	12%	4%	1.3%	-10%
O=C(O)CCNC(=O)c1cncc(Br)c1	-10%	11%	0%	0.2%	-8%
N#CSC(c1ccccc1)c1nc2ccccc2[nH]c1=O (configuration not stated)	-1%	1%	-6%	i	21%
COc1ccc(-c2nnnn2-c2ccc(F)cc2F)cc1	5%	3%	19%	4.0%	-4%
COc1ccccc1N(CC(=O)N1CCCCCC1)S(C)(=O)=O	0%	-16%	6%	0.1%	-4%

Screening data deposited in PubChem by Southern Research Specialized Biocontainment Screening Center.
